From PubChem
JMJD2A Tudor inh: JMJD2A Tudor domain (human) inhibition; AlphaScreen JMJD2A-Tudor / H3K4me3 peptide binding; Potency, µM (series often up to 114 µM), for the others: at the highest dose activity change, negative = inhibition, most hits filed as inhibitors; 390,000 tested, 4.4% active; note: potency is the fitted concentration of half-maximal effect; % is set by controls: 0 for no effect and ±100 for the full control effect; nearly all actives have a fitted effect of over 50% in size
ERG-DNA inh: inhibitors of human ERG Ets domain-DNA interaction; P11308; fluorescence polarization, His-ERG Ets domain / labelled DNA; Potency, µM (top dose mostly 76.9 µM), for the others: top-dose FP activity, negative = inhibition, hits mostly inhibitors; 370,000 tested, 0.028% active; AID 624246; active = well fitted inhibition curve with a large enough effect in the polarisation, with a control signal flat; inconclusive = small, poorly fitted or top-dose-only effect, or effect the other way, or a change in a side signal; inactive = no such curve, though single readings can be large or run the other way; the % refers to the polarisation;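 note: polarization taken with two DNA probes labelled with fluorescein and Texas red; potency is the fitted concentration of half-maximal effect; % of control where 0% means no effect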
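His-tagged ERG Ets domain (1 uM in the protein solution; 300mM KCl, 50mM Tris-HCl, 1mM EDTA, 1mM DTT, pH 7.5) received compound, then a probe mix of 5 nM fluorescein-DNA and 100nM Texas-615-DNA. Fluorescence polarization was read for both dyes.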
HP1b binding inh: blocks HP1-beta chromodomain binding to methylated histone tails. P83916. AlphaScreen HP1-beta / biotin-H3K9me3 peptide binding. Potency, µM (titrated, usually from 114 µM), for the others: top-dose activity change, negative = inhibition, actives largely listed as inhibitors. 390,000 tested, 0.56% active. AID 540317; note: potency is the fitted concentration of half-maximal effect; nearly all actives have a fitted effect of over 70% in size; inactives centre near 23
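AlphaScreen: HP1-beta (50 nM) preformed 30 min with biotin-H3(1-18)K9me3 peptide (50 nM) in PBS pH 7.4, 0.01% Tween-20. Compound added for 30 min at RT, then streptavidin donor/nickel chelate acceptor beads (10 ug/mL) for 30 min.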
Pin1 inhibitor: blocks the human prolyl isomerase Pin1. Potency, µM (highest dose often 115 µM), without a hit: at the top dose activity, negative = inhibition, most hits filed as inhibitors. Pin1 FP peptide displacement, HiFluor488, 10 min. 390,000 tested, 0.009% active. Q13526; active = well fitted inhibition curve with a large enough effect in the polarisation, with a control signal flat, not every such curve was filed as active; inconclusive = small, poorly fitted or top-dose-only effect, or effect the other way, or a change in a side signal; inactive = no such curve, though single readings can be large or run the other way; the % refers to the polarisation; note: potency is the fitted concentration of half-maximal effect; % is set by controls: 0 for no effect and ±100 for the full control effect
G9a inh: inhibitors of human histone lysine methyltransferase G9a; 350,000 tested, 8.8% active; Potency, µM (doses to about 102 µM), inactives show at the highest dose activity, negative = inhibition, usual class: inhibitors; Q96KQ7; G9a H3K9 monomethylation, AlphaScreen, 2 h; note: potency is the fitted concentration of half-maximal effect; % is set by controls: 0 for no effect and ±100 for the full control effect; nearly all actives have a fitted effect of over 75% in size
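Readings reflect AlphaScreen signal from monomethyl-H3K9 antibody detection. HMT at 20 nM; substrate b-H3K9 500 nM; cofactor SAM 20 uM; 2 h RT reaction; compounds tested as titrations in qHTS with 15 min preincubation.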
Tb PGK inh: inhibitors of T. brucei phosphoglycerate kinase. P07378. PGK/GAPDH coupled, Kinase-Glo luminescence, 60 min. Potency, µM (highest dose often 57.5 µM), for the others: top-dose activity change, negative = inhibition, most hits filed as inhibitors. 380,000 tested, 0.043% active; note: potency is the fitted concentration of half-maximal effect; % is set by controls: 0 for no effect and ±100 for the full control effect; nearly all actives have a fitted effect of over 60% in size
Target sequence (P07378 whole entry, looked up): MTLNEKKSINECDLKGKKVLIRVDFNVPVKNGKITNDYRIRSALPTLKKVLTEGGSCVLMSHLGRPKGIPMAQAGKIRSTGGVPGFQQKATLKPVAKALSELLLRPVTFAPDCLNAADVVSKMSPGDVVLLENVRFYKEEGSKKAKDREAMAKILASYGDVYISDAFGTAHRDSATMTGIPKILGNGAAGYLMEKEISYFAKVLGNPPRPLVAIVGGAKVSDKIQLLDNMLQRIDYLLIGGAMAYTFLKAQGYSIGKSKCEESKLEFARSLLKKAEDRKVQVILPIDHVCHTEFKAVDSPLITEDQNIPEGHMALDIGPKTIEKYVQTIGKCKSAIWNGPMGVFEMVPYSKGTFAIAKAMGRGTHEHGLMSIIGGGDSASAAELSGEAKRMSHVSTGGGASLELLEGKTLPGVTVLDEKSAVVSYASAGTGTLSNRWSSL
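Recombinant glycosomal PGK reaction used 1,3-bisphosphoglycerate generated in-well by GAPDH (100nM final) in 100mM TEA pH 7.6, 5mM MgCl2, 0.01% Tween-20. After 60 minutes at room temperature, ATP was read by Kinase-Glo Plus luminescence end-point.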
BAZ2B block: inhibitors of human BAZ2B bromodomain; Q9UIF8; AlphaScreen BAZ2B-H3K14Ac peptide displacement; Potency, µM (doses to about 114 µM), inactives show at the top dose activity change, negative = inhibition, most hits filed as inhibitors; 360,000 tested, 4.4% active; AID 504333; note: potency is the fitted concentration of half-maximal effect; % is set by controls: 0 for no effect and ±100 for the full control effect; nearly all actives have a fitted effect of over 60% in size
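Complex of BAZ2B and biotin-H3K14Ac (50 nM apiece) forms over 30 min at RT, then faces library compounds up to 110 uM for another 30 min; AlphaScreen beads added, 20 min dark incubation, luminescence read.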
PI4K2A inh: blocks human PI4K2A kinase activity; AID 1346378; activity change, negative = inhibition, % at 76.9 µM; purified PI4K2A, ADP-Glo luminescence, 1 h; active compounds read low; 420,000 tested, 0.13% active; in the data active = activity change below about -50%; inconclusive = mostly about -30% to -49%;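 note: -100% = wells without enzyme as full effect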
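Compounds are screened against recombinant PI4K2A using PI as substrate and ATP, the latter dispensed at 300 microM. Reactions run one hour at ambient temperature before ADP-Glo detection; full inhibition defined by wells lacking enzyme.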
GLS inh: blocks human kidney-isoform glutaminase activity; O94925; GLS enzymatic activity, qHTS titration; Potency, µM (doses to about 45.5 µM), without a hit: at the highest dose activity change, negative = inhibition, actives largely listed as inhibitors; 410,000 tested, 0.21% active; note: potency is the fitted concentration of half-maximal effect; % is set by controls: 0 for no effect and ±100 for the full control effect
Target sequence (O94925 whole entry, looked up, canonical isoform): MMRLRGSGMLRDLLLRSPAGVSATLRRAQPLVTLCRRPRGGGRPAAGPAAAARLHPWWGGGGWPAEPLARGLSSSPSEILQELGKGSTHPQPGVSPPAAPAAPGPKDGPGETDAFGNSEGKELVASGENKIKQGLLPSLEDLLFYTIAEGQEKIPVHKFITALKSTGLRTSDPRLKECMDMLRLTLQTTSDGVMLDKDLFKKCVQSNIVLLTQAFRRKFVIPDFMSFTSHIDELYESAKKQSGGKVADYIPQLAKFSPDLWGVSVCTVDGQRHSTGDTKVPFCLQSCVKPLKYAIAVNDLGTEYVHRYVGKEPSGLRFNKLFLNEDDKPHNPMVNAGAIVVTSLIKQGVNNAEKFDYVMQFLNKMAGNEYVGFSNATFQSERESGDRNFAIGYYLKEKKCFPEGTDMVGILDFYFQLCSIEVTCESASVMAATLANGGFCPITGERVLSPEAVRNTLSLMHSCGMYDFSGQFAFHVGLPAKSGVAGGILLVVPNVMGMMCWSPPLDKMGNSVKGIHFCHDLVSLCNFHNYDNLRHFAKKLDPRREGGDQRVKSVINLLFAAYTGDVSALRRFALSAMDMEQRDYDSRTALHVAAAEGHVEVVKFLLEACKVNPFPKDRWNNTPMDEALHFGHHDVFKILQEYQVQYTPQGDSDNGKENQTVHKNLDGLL
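Human kidney-isoform GLS in 45 mM KH2PO4 pH 8.2, 0.02% Tween-20, with compound, started with 1mM L-Glutamine (added stock). Glutamate oxidase/HRP/Amplex red coupled fluorescence read at start and after 30 min at RT.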
* marks the source's active call; other numbers are inactive results; i = inactive; ? = inconclusive; nt = no result given; & = joins results of further samples; [ ] = another dose, or the depositor's remark. Unless noted, calls come from the whole dose curve; as a rule, active = well fitted curve in the direction sought with a large enough effect; inconclusive = small, poorly fitted or top-dose-only effect, or another doubt; inactive = no such curve, though single readings can be large; an effect the other way counts as inactive or inconclusive. Outcome played no part in choosing rows; any-hit rate near 11%.

Pin1 inhibitor	G9a inh	HP1b binding inh	PI4K2A inh	BAZ2B block	GLS inh	ERG-DNA inh	JMJD2A Tudor inh	Tb PGK inh	SMILES
4%	?	-3%	-13	?	-11%	5%	-10%[11.4 µM]	-7%	O=C(COc1ccc2ccccc2c1)NC1=NCCS1
nt	-48%[2.33 µM]	-8%	-20	?	?	25%	89µM*	-12%	O/C=c1\ccc2cccc3nc(C(F)(F)F)nc1c23
-7%	0%[59 µM]	30%[57 µM]	4	1%	-9%	5%	-20%	i	O=C(CS(=O)(=O)c1cccc2nsnc12)NCc1ccccc1Cl
13%	2%[0.0925 µM]	40%[activator]	1	2%	1%	-2%	-25%	-5%	O=C(Nc1nnc(SCc2ccc(Cl)cc2Cl)s1)C1COc2ccccc2O1 (centres undefined)
-6%	?	-6%	-2	-18%	7%	8%	-14%	0%	COC(C(=O)NNS(=O)(=O)c1ccc([N+](=O)[O-])cc1)c1ccccc1 (centres undefined)
-3%	16%	16%	-1	-17%	4%	-5%	-13%	2%	COc1ccc(CN(C(=O)c2ccco2)C2CCS(=O)(=O)C2)cc1 (centres undefined)
0%	nt	40%	3	nt	-7%	0%	-3%	-7%	CN(C)C(=O)CCc1ccc2c3c([nH]c2c1)[C@]1(C)[C@@H](C(=O)N2CCOCC2)C[C@H](CC(=O)NCc2ccco2)C(=O)N1CC3
2%	-20%[59 µM]	14%	-1	16%	-5%	-9%	-9%	-2%	COCc1[nH]nc2c1C(c1c(F)cccc1Cl)C(C#N)=C(N)O2 (centres undefined)
?	?	48%[activator]	27	16%	-5%	23%	25%	-9%	CN(Cc1ccc(Cl)cc1)C(=O)CCl
2%	nt	28%	-5	nt	1%	6%	1%	i	O=C(CSc1nnnn1-c1ccc(Cl)cc1)N1CCNC1=O
4%	31%[59 µM]	12%	2	6%	5%	19%	-3%	0%	CCOC(=O)c1nn(-c2ccc(F)cc2)c2nc(-c3ccccc3)c(C#N)c(=O)n12
6%	-40%	16%	-3	-23%	18µM*	-10%	-9%	3%	Cc1c(O)ccc(NC(=O)/C=C/c2ccccc2)c1C
-3%	-45%[12.7 µM]	15%	-1	-1%	1%	10%	0%	-11%	O=C(NCCCN1CCCC1=O)c1ccc2c(c1)NC(=O)C(N1CCOCC1)S2 (centres undefined)
-1%	17%	44%[activator]	-3	0%	2%	-1%	0%	nt	COc1ccc(NC(=O)Cn2c(C)cc(=O)c3ccccc32)cc1
0%	-3%[59 µM]	72%[activator]	-3	11%	-9%	-8%	17%	5%	COCCCNC(=O)C12CCC(C)(C(=O)C1)C2(C)C (centres undefined)
1%	-39%[59 µM]	22%[57 µM]	-1	-23%	12%	1%	-15%	4%	Cc1nn(S(=O)(=O)c2ccc(C(C)C)cc2)c(C)c1S(=O)(=O)N1CCCCC1
-21%	?	54%	8	-4%	-11%	9%	8%	-7%	Cc1nc2ccccn2c1C(=O)NCCCN1CCOCC1
14%	1%[12.7 µM]	4%	3	2%	17%	-5%	-23%	-1%	Cc1sc(NC(=O)CSc2nc(N)n(CC(=O)c3ccccc3)n2)c(C#N)c1C
17%	?	-3%	4	5%	2%	-2%	-17%	-2%	CN(C)S(=O)(=O)c1cc(NC(=O)COC(=O)Cc2cccc3ccccc23)ccc1Cl
-9%	13%[59 µM]	2%	3	20%	0%	-3%	-17%	i	Cc1cc(=O)oc2cc(OC(C)C(=O)N3CCOCC3)ccc12 (centres undefined)
1%	5%[59 µM]	-13%	4	-33%	-3%	-2%	-21%	-2%	O=C(C1CCC(Cn2c(=O)c3sccc3n(Cc3cccc(F)c3)c2=O)CC1)N1CCOCC1 (centres undefined)
10%	8%[59 µM]	27%[57 µM]	0	-28%	2%	5%	-18%	i	CCOc1ccc(Cn2c(CNS(=O)(=O)c3c(C)cc(C)cc3C)nc3cccnc32)cc1
-7%	4%	41%[activator]	-14	-7%	-13%	-2%	3%	i	O=C(O)C(Cc1c[nH]c2ccccc12)N1CCS(=O)(=O)CC1 (centres undefined)
-3%&0%	-41%	22%&23%	-3&-3	-21%	-10%&2%	3%&2%	?	-1%	O=c1c2cn[nH]c2nc(SCc2c(F)cccc2F)n1-c1ccc(Cl)cc1
0%	-6%	6%	6	1%	24%	15%	-16%	-6%	CCOC(=O)c1c(NCc2ccccc2)n[nH]c1C
1%&14%	-7%	2%&20%	-3&-2	-3%&-13%	-25%&3%	0%&2%	-10%&-16%	-8%&2%	Cc1ccc2nc(-c3cccnc3)c(Nc3ccccc3C)n2c1
-7%	nt	14%	2	nt	-2%	-6%	-19%	-2%	Cc1ccc(NC(=O)c2ncn(CCCNCc3ccc4c(c3)OCO4)n2)cc1C
28%	92%[activator][59 µM]	221%[activator]	-3	288%[activator]	-1%	3%	239%[activator]	6%	COC(=O)c1c(SC)nc2ccccc2c1OCc1cccc(C)c1
1%	54%[activator]	29%	-3	-3%	3%	15%	-9%	0%	C=CCn1c(SCC(=O)N(C)c2c(N)n(Cc3ccccc3)c(=O)[nH]c2=O)nnc1-c1ccccc1OC
-2%	nt	-8%	-3	nt	8%	2%	-8%	-2%	COc1ccc(Cl)cc1C(=O)NC(=S)Nc1nc(C)cc(C)n1
-5%	nt	25%	-4	-4%	0%	-4%	-6%	6%	O=C(CCN1C(=O)c2ccccc2C1=O)C1=NN[C@@H]2C(=O)N(c3ccc4c(c3)OCO4)C(=O)[C@H]12
-13%	-19%	5%	7	-31%	11%	8%	-36%	0%	Cc1ccc(Sc2cc(C(=O)c3ccccc3C(=O)O)ccc2[N+](=O)[O-])cc1
5%	33%[12.7 µM]	27%	1	-3%	12%	-1%	-16%	-4%	CC1C/C(=N\NC(=O)c2ccc([N+](=O)[O-])cc2)CC(C)(C)C1 (centres undefined)
-5%	?	28%	-1	-16%	5%	0%	6%	1%	COc1ccc(CNC(=O)c2ccc(NC(=O)N3CCSc4ncccc43)cc2)cc1
-3%	8.9µM*	21%	2	-12%	11%	-11%	-16%	-7%	CCSc1ccccc1C(=O)NCc1cccnc1
-1%	10%	46%[activator]	-2	nt	0%	7%	-21%	-8%	COc1ccc(/C=N/Nc2nc(Nc3ccccc3)nc(N3CCCC3)n2)cc1[N+](=O)[O-]
1%	?	-11%	-2	-7%	15%	28%	-29%	-5%	Cc1ccc(-n2c(SCC(=O)NNC(=S)Nc3ccccc3)nc3ccccc3c2=O)cc1
3%	7%[59 µM]	63%[activator]	-2	-2%	-5%	0%	-14%	i	CCNC(=O)c1c2c(nc3ccccc13)C(=O)N(C1CCCCC1)C2
-1%	21%	6%	10	1%	3%	-5%	-5%	-4%	CC(C)c1nc(-c2ccccc2)c(-c2ccccc2)[nH]1
4%	29%[0.501 µM]	5%	0	-25%	7%	-5%	-18%	8%	CCc1ccc(N/C(SCc2cccc(F)c2)=C(/C#N)C(=O)NCc2ccco2)cc1
16%	45µM*	32%[activator]	1	-30%	3%	-6%	?	-1%	COCCCn1c(=S)[nH]c2ncccc2c1=O
2%	4%	31%	2	9%	-5%	4%	8%	-4%	O=C(CSc1ccc2nnc(-c3ccccc3)n2n1)N1CCCc2ccccc21
5%	?	3%	-1	6%	-6%	-1%	?	0%	COC(=O)CN1C(=O)C(O)(CC(=O)c2ccc(Cl)cc2)c2ccccc21 (centres undefined)
-10%	8%[59 µM]	20%	4	-26%	3%	11%	-31%	-1%	O=C(O)c1cccc(S(=O)(=O)N2CCOCC2)c1
-4%	-2%	21%	1	-5%	0%	0%	-7%	-10%	Cn1c(N)c(C(=O)COC(=O)CC(NC(N)=O)c2ccc(Cl)cc2)c(=O)n(C)c1=O (centres undefined)
2%	nt	27%	-4	-9%	4%	7%	-14%	-8%	O=C(Cn1ncc2c3ccccc3n(Cc3ccccc3F)c2c1=O)NCC1CCCO1 (centres undefined)
-1%	4%[59 µM]	33%	2	0%	-5%	1%	10%	-4%	Cc1ccc(NC(=O)Cn2cc(S(=O)(=O)Cc3cccc(Cl)c3)c3ccccc32)cc1C
8%	4%[12.7 µM]	69%[activator]	5	7%	-4%	8%	-8%	-1%	CSc1nnc2c(n1)OC(c1cn(C)c3ccccc13)N(C(C)=O)c1ccccc1-2 (centres undefined)
-3%	-30%[59 µM]	12%	-7	10%[57.1 µM]	-14%	0%	-14%	10%	Cc1ccc(-n2ncc(C(=O)Nc3ccc(C)c(F)c3)c2C2CCN(C(=O)OC(C)(C)C)CC2)cc1C
2%	3%[59 µM]	30%	3	-6%	4%	1%	-13%	-2%	Cc1ccc(-c2csc(NC(=O)c3cccs3)n2)cc1
7%	nt	26%	1	3%	-1%	0%	-5%	6%	O=C(NCC1CCCO1)C(=O)N/N=C/c1cccc(Cl)c1 (centres undefined)
-1%	22%[59 µM]	53%[activator]	2	1%	-2%	-4%	-4%	-2%	c1cc(-n2nnc3cnccc32)ccn1
?	21%[59 µM]	15%	-1&-9	nt	31%[activator]	-11%	-26%	0%	O=c1cc(-c2ccc(O)cc2)oc2cc(O)cc(O)c12
11%	?	8%	-1	-38%	4%	2%	-29%	1%	Cc1nc2ccccc2c2oc(C(=O)N3CCc4ccccc4C3)cc12
